Screening results: PubChem, National Center for Advancing Translational Sciences (NCATS)
GAA inh – qHTS Assay for Inhibitors of Human alpha-Glucosidase as a Potential Chaperone Treatment of Pompe Disease; Potency, µM (series often up to 76.9 µM), for inactives: at the highest dose activity change, negative = inhibition, actives largely listed as inhibitors; 200,000 compounds, 0.005% hits; purified human GAA, 4-MU-alpha-glucoside fluorescence;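 further: plate controls were uninhibited enzyme wells for no effect and no-enzyme background for full effect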
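Fluorescence at Ex 365/Em 440 nm from 4-methylumbelliferone reported enzyme activity after 20 min at room temperature. Reactions used 4 nM enzyme and 400 uM substrate at pH 5.0; curves fitted with the Hill equation.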
GoLoco inh red – qHTS Assay for Inhibitors of RGS12 GoLoco Motif Activity (Red Fluorophore); Guanine nucleotide-binding protein G(i) subunit alpha-1 (Homo sapiens), P63096; Gai1:RGS12 GoLoco peptide FP, rhodamine, 10 min; Potency, µM (doses to about 61.6 µM), inactives show top-dose activity, negative = inhibition, actives largely listed as inhibitors; 230,000 compounds, 0.44% hits; active means well fitted inhibition curve with a large enough effect, not every such curve was filed as active; inactive means no such curve, though single readings can be large or run the other way; further: nearly all actives have a fitted effect of over 30% in size; many of its hits are not listed in these tables
Target sequence (P63096 whole entry, looked up): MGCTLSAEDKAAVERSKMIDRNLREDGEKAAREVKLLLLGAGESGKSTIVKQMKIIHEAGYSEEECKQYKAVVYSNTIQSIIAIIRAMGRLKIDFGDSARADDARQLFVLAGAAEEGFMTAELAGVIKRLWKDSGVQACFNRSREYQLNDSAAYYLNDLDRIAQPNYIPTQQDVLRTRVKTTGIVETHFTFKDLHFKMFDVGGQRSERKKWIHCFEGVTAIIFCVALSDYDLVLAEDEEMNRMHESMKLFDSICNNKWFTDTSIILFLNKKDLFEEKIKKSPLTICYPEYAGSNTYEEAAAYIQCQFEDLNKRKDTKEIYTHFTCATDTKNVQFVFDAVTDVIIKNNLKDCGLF
GAA glycogen – qHTS Assay for Inhibitors and Activators of Human alpha-Glucosidase Cleavage of Glycogen; Lysosomal alpha-glucosidase (Homo sapiens), P10253; recombinant GAA, glycogen substrate, Amplex Red glucose oxidase fluorescence; Potency, µM (titrated, usually from 76.4 µM), inactives show at the highest dose activity change, negative = inhibition, usual class: inhibitors; 300,000 compounds, 0.38% hits; AID 2100, 2009;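 further: 0% = full enzyme reaction and -100% = no-enzyme basal signal; the screen sought inhibitors and activators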
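qHTS, 1536-well; enzyme 4 nM final; cpd up to 77 uM; substrate bovine liver glycogen 30 ug; 50 mM citrate/phosphate pH 5.0, 0.01% Tween-20; 37 C, 40 min; Amplex Red detection 45 min RT; Hill fit → AC50.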
L3MBTL1 inh – qHTS Assay for the Inhibitors of L3MBTL1; AID 485360, 2010; AlphaScreen L3MBTL1–H3K9me1 peptide binding; 230,000 compounds, 0.66% hits; Potency, µM (highest dose often 57.1 µM), without a hit: top-dose activity, negative = inhibition, actives largely listed as inhibitors; further: nearly all actives have a fitted effect of over 60% in size
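Displacement of a biotinylated histone H3(1-15) peptide monomethylated at Lys9 (75 nM) from L3MBTL1 (50 nM) was measured by AlphaScreen after a 30 min room-temperature compound incubation; cefsulodin titration served as intraplate control.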
TRb SRC2 PPI – qHTS for Inhibitors of the Interaction of Thyroid Hormone Receptor and Steroid Receptor Coregulator 2. Thyroid hormone receptor beta (Homo sapiens), P10828. AID 1469, 2008. 280,000 compounds, 0.065% hits. TRbeta-SRC2 peptide binding, fluorescence polarization; receptor liganded with 1 µM T3. Potency, µM (doses to about 106 µM), without a hit: at the highest dose activity change, negative = inhibition, actives largely listed as inhibitors;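 further: plate controls were bound peptide for no effect and peptide without receptor for full effect; nearly all actives have a fitted effect of over 50% in size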
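Human TRb LBD (0.6 uM) plus Texas Red-labeled SRC2 peptide (20 nM), 1uM T3, 5% DMSO, 5 hr at ambient temperature. Decreased polarization (555/632 nm) flags inhibition; data normalized to free and bound peptide controls.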
TexasRed fluor – Total Fluorescence Counterscreen for Inhibitors of the Interaction of Thyroid Hormone Receptor and Steroid Receptor Coregulator 2. TRb/SRC2 Texas Red total fluorescence interference. Potency, µM (highest dose often 106 µM), without a hit: top-dose fluorescence change, negative = quenching. 280,000 compounds, 0.29% hits; active means well fitted curve in either direction with a large enough effect; inconclusive means small, poorly fitted or top-dose-only effect
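Human TRβ ligand-binding domain (0.6 uM) and Texas Red SRC2 peptide (20 nM) in Tris buffer with 1 uM T3 and 5% DMSO were incubated with pinned compound for 5 hr at ambient temperature. Total fluorescence was computed as S + 2P (555/632 nm).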
RECQ1 inh – qHTS Assay for Inhibitors of RecQ-Like Dna Helicase 1 (RECQ1); ATP-dependent DNA helicase Q1 (Homo sapiens), P46063; RECQ1 DNA unwinding, red fluorescence kinetic read; Potency, µM (highest dose often 57.3 µM), for the others: top-dose activity, negative = inhibition, usual class: inhibitors; 240,000 compounds, 0.54% hits; AID 2549, 2010;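 further: plate controls were vehicle for no effect and no enzyme for full effect; nearly all actives have a fitted effect of over 30% in size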
Target sequence (P46063 whole entry, looked up): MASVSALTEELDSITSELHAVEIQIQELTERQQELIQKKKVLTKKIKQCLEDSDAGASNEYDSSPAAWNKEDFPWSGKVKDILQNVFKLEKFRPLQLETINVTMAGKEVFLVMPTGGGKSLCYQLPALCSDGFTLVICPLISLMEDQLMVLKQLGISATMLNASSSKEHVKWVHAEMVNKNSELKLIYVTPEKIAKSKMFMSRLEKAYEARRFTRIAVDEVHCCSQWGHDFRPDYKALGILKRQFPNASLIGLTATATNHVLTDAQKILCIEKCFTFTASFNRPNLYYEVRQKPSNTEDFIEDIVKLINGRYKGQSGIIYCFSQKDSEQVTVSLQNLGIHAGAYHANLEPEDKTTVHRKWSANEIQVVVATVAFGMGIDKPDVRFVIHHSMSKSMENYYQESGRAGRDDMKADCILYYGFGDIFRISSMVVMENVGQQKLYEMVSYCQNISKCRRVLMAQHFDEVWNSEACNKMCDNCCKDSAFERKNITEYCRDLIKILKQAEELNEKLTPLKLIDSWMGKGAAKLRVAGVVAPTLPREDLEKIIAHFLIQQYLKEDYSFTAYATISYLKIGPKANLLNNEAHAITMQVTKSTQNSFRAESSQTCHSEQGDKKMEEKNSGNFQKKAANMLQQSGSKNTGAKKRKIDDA
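50 nM RECQ1T1 preincubated 15 min with compound in Tris pH 8.0 buffer with MgCl2, DTT, Tween-20 and 2.5 ug/ml poly(dI-dC); started with 200 nM TAMRA/BHQ-2 forked duplex and 2 mM ATP. Unwinding read as fluorescence (525/598 nm), two reads 2 h apart.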
aGlu spleen mod – qHTS Assay for Inhibitors and Activators of Human alpha-Glucosidase From Spleen Homogenate; Lysosomal alpha-glucosidase (Homo sapiens), P10253; human spleen homogenate, 4-MU-alpha-glucoside fluorescence; Potency, µM (series often up to 79.9 µM), for inactives: at the top dose activity change, negative = inhibition, actives largely listed as inhibitors; 240,000 compounds, 0.006% hits; AID 2112, 2009;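 further: 0% = enzyme with vehicle and -100% = no enzyme basal signal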
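Compounds were titrated against alpha-glucosidase in spleen homogenate at pH 5.0, with 1 mM 4-methylumbelliferyl substrate for 40 min at 37 C. Reactions were quenched with pH 10 NaOH/glycine and fluorescence measured.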
* hit, by the source's call; i = inactive; u = inconclusive; x = no result given; [ ] = another dose, or the depositor's remark. Unless noted, the call rests on the fitted dose curve; in most records, active means well fitted curve in the direction sought with a large enough effect; inconclusive means small, poorly fitted or top-dose-only effect, or another doubt; inactive means no such curve, though single readings can be large; an effect the other way counts as inactive or inconclusive. Unless noted, on the % scale 0 is the no-effect control and ±100 the full control effect; potency means the concentration at half of the fitted maximal effect. The list is partial, so the mix of outcomes need not match the whole.

no. | Compound | GAA inh | GoLoco inh red | GAA glycogen | L3MBTL1 inh
1 | COc1ccc(-c2nnc(SCC(=O)c3cccs3)o2)cc1 | -2% | 10% | 6% | -1%
2 | COc1ccc([N+](=O)[O-])cc1/C=N/Nc1nc(N2CCCCC2)nc(N2CCCCC2)n1 | 3% | -5% | -1% | x
3 | CC1CN(C(=O)C2CCCN2S(=O)(=O)c2ccc(Cl)cc2)CC(C)O1 (centres undefined) | -4% | -1% | 0% | x
4 | Cc1ccc(S(=O)(=O)n2nc(-c3cccnc3)nc2N)cc1 | -5% | 5% | -3% | 4%
5 | CN1CCN(C(N)=NC(=O)c2ccccc2)CC1 | 7% | 13% | -8% | -3%
6 | Cc1ccc(C(=O)O[C@H](C(=O)O)[C@@H](OC(=O)c2ccc(C)cc2)C(=O)O)cc1 (tested in a mixture with another compound) | x | -6% | x | x
7 | O=S(=O)(Nc1cccnc1)c1ccc2c(c1)OCCO2 | -2% | 2% | 1% | 11%
8 | COc1ccc(OCC(O)CNC(=O)Nc2cc(C)cc(C)c2)cc1 (centres undefined) | x | 1% | -2% | -1%
9 | Cn1nnnc1SCCNC/C=C/c1ccccc1 | 4% | x | 14% | 1%
10 | Cc1ccc(CSc2sc(C(=O)c3ccccc3)c(N)c2C#N)cc1 | -7% | 11% | -2% | x

no. | TRb SRC2 PPI | TexasRed fluor | RECQ1 inh | aGlu spleen mod
1 | -3% | -1% | i | -1%
2 | -6% | -1% | -1% | -11%
3 | -2% | -6% | i | -5%
4 | -5% | -2% | i | -1%
5 | 2% | -3% | i | 1%
6 | 2% | -2% | i | 12%
7 | -7% | -2% | 1% | 9%
8 | -2% | -1% | -10% | 2%
9 | 1% | 0% | -7% | 4%
10 | -9% | -1% | -21% | -1%

Entries of single compounds, quoted from the list. Screens in order: GAA inh	GoLoco inh red	GAA glycogen	L3MBTL1 inh	TRb SRC2 PPI	TexasRed fluor	RECQ1 inh	aGlu spleen mod
Cn1nnnc1SCCNC/C=C/c1ccccc1 is listed as 4%	x	14%	1%	1%	0%	-7%	4%
COc1ccc([N+](=O)[O-])cc1/C=N/Nc1nc(N2CCCCC2)nc(N2CCCCC2)n1 is listed as 3%	-5%	-1%	x	-6%	-1%	-1%	-11%
CC1CN(C(=O)C2CCCN2S(=O)(=O)c2ccc(Cl)cc2)CC(C)O1 (centres undefined) is listed as -4%	-1%	0%	x	-2%	-6%	i	-5%

Next part:
no. | Compound | GAA inh | GoLoco inh red | GAA glycogen | L3MBTL1 inh
11 | CCOC(=O)c1[nH]c(=O)[nH]c1CSc1ccccn1 | 8% | -4% | -7% | x
12 | CCc1cccc(NC(=O)Cn2ncn3c(cc4ccccc43)c2=O)c1 | 2% | 20% | 2% | -8%
13 | CCN1CCN(S(=O)(=O)c2ccc(Cl)c(C(=O)Nc3nnc(CC(C)C)s3)c2)CC1 | 2% | 9% | -6% | -3%
14 | Cc1c(C)n2c3c(cccc13)CC2 | -4% | 6% | -3% | x
15 | COc1ccc(OCCn2cc(/C=C(\C#N)C(=O)NCc3ccco3)c3ccccc32)cc1 | 8% | 58%[activator] | 3% | -5%
16 | CC(C)CC(NC(N)=O)C(=O)Nc1ccc(Oc2ccccc2)cc1 (centres undefined) | -2% | 1% | -3% | x
17 | Cc1cc(C2=NNC(=NC3CCCCC3)SC2)c(C)n1-c1c(C)n(C)n(-c2ccccc2)c1=O | 7% | 26% | 1% | -9%
18 | Cc1ccc(NC(=O)CSc2nnc3ccccn23)cc1S(=O)(=O)N1CCOCC1 | 3% | 2% | -5% | 2%
19 | C=CCNC(=O)c1onc(CSc2cccc3ccccc23)c1C(=O)O | 1% | -2% | -25% | 4%
20 | Cn1c(=O)[nH]c(=O)c2c1nc(CN1CCOCC1)n2CCc1ccccc1 | -1% | 0% | 10% | -12%

no. | TRb SRC2 PPI | TexasRed fluor | RECQ1 inh | aGlu spleen mod
11 | -6% | 0% | -2% | 6%
12 | 7% | -1% | -3% | -4%
13 | -3% | 0% | i | -6%
14 | -6% | -1% | -19% | -10%
15 | 1% | 2% | 7% | 2%
16 | -7% | -2% | i | -9%
17 | 6% | 4% | -2% | 4%
18 | 0% | 1% | -1% | 4%
19 | 9% | -1% | 5% | -5%
20 | -9% | -2% | 1% | -2%

(further entries)
no. | Compound | GAA inh | GoLoco inh red | GAA glycogen | L3MBTL1 inh
21 | COC(=O)c1ccccc1NC(=O)C1CCN(S(=O)(=O)c2cc(OC)ccc2OC)CC1 | -6% | -1% | -14% | -5%
22 | CN(C)c1ccc(/C=N\S(=O)(=O)c2ccccc2)cc1 | -7% | 69%[activator] | 6% | -13%
23 | O=C(NCCO)NC(=S)c1ccccc1 | 6% | 3% | 10% | x
24 | COC(=O)CN1C(=S)N(c2ccc(OC)cc2)C(=O)/C1=C/c1ccc(OC)cc1 | 15% | -4% | -13% | -3%
25 | Cc1cccc(Nc2nc(N)c(C#N)c(CC#N)c2C#N)c1 | -2% | 23% | -3% | 5%
26 | COCC(C)N1CC(O)=C(c2nc(-c3ccc(Cl)cc3)cs2)C1=N (centres undefined) | 4% | 3% | 6% | 1%
27 | O=C(CSc1ccc2ccccc2c1)NCc1cccs1 | u | -3% | -7% | 19%
28 | Cc1cc(C)c(C)c(S(=O)(=O)N2CCN(Cc3nc4ccccc4[nH]3)CC2)c1C | -10% | -6% | 9% | 27%
29 | c1coc(-c2nnc(-c3ccc4c(c3)OCO4)o2)c1 | u | 2% | 8% | -6%
30 | Cn1c(=O)n(C)c2cc([N+](=O)[O-])c(N3CCN(S(=O)(=O)c4ccc5ccccc5c4)CC3)cc21 | -11% | 0% | -1% | -3%

no. | TRb SRC2 PPI | TexasRed fluor | RECQ1 inh | aGlu spleen mod
21 | -17% | -2% | 5% | 5%
22 | -5% | 2% | -3% | -7%
23 | -18% | -1% | -12% | 4%
24 | -8% | 0% | i | -7%
25 | 6% | -1% | -6% | -1%
26 | 6% | -2% | -6% | -1%
27 | 2% | 2% | 4% | -6%
28 | -17% | 1% | -2% | -5%
29 | -7% | -3% | -14% | 2%
30 | -1% | -1% | -10% | -26%

Next entries.
no. | Compound | GAA inh | GoLoco inh red | GAA glycogen | L3MBTL1 inh
31 | CCOC(=O)C1(CCOC)CCN(Cc2ccccc2-c2ccco2)CC1 | -6% | -5% | -10% | -11%
32 | Cc1ccc2c(c1)C(c1ccccc1)N(C(=O)c1cc3ccccc3oc1=O)CC(=O)N2 (centres undefined) | 0% | 3% | 0% | -7%
33 | Cc1sc(NC(=O)CSc2nnc(CCNC(=O)c3cccs3)n2C)nc1-c1ccccc1 | 3% | 3% | 5% | 2%
34 | Cc1ccc(NC(=O)CC2Oc3ccc(C)cc3NC2=O)cc1 (centres undefined) | 1% | -7% | 9% | x
35 | CCN1C(C)=C(C(=O)OC)C(c2ccccc2)N2C(=O)[C@@]3(C(=O)OC)O[C@@]12C1C(=O)CCCC13 (some centres undefined) | x | x | x | x
36 | c1ccc(-c2noc(CN3CCN(C(c4ccccc4)c4ccccc4)CC3)n2)cc1 | -12% | 5% | 1% | x
37 | CCN(CC(=O)Nc1c(F)cccc1F)C(=O)Cc1ccccc1 | 2% | 3% | 10% | 6%
38 | O=C(c1ccc2c(c1)N(Cc1ccc(F)cc1)C(=O)CS2)N1CCOCC1 | -2% | -1% | 14% | -2%
39 | Cc1c(Cc2ccccc2)sc(/N=C/c2ccc3ccccc3c2)c1C(N)=O | 5% | 41%[activator] | -7% | 9%
40 | COc1cc(-c2nnc(COc3ccc4ccccc4c3)o2)cc(OC)c1OC | u | 8% | -15% | -1%

no. | TRb SRC2 PPI | TexasRed fluor | RECQ1 inh | aGlu spleen mod
31 | -1% | -7% | -2% | -18%
32 | -1% | -1% | -6% | 2%
33 | -2% | -5% | -8% | -2%
34 | 6% | -1% | -1% | -1%
35 | -2%[11.2 µM] | -2%[11.2 µM] | 0%[11.5 µM] | -9%[17.4 µM]
36 | -2% | 2% | 1% | -2%
37 | -2% | -4% | -11% | 3%
38 | 12% | -2% | -4% | 4%
39 | 5% | -1% | -6% | 0%
40 | 8% | 0% | 2% | -1%

Carrying on:
no. | Compound | GAA inh | GoLoco inh red | GAA glycogen | L3MBTL1 inh
41 | CCCCOC(=O)/C=C/c1c(C)[nH]c(=O)[nH]c1=O | 1% | -5% | 1% | -2%
42 | Cc1cc2c(c(C)c1Cl)C(c1ccc3c(c1)OCO3)CC(=O)O2 (centres undefined) | x | 4%[88.7 µM] | x | -9%
43 | CSCC[C@H](NC(=O)Nc1ccc(S(N)(=O)=O)cc1)C(=O)O | x | 4% | 1% | 13%
44 | O=C(NC1CCc2ccccc21)c1cc(COc2ccc(F)cc2Cl)on1 (centres undefined) | -9% | 13% | -8% | 0%
45 | OCCNc1nc2ccccc2[nH]1 | 12% | 9% | 9% | 1%
46 | CCC1CCCCN1C(=O)CSc1nc2ccsc2c(=O)n1Cc1ccccc1 (centres undefined) | 0% | -12% | -19% | x

no. | TRb SRC2 PPI | TexasRed fluor | RECQ1 inh | aGlu spleen mod
41 | -1% | 0% | -15% | 0%
42 | 4% | 0% | -15%[81.1 µM] | -9%[119 µM]
43 | 3% | 1% | -1% | -11%
44 | 7% | -4% | -3% | -3%
45 | -11% | 1% | -1% | -4%
46 | 6% | 2% | -2% | 2%
